High-throughput results deposited in PubChem BioAssay by several laboratories.
APP transl inh – APP translation inhibition. SH-SY5Y APP 5'UTR-luciferase reporter, luminescence. inhibition, % at 2 µM. 0.82% of 190,000 active. AID 1285;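 active = inhibition above a set limit, derived from the sample mean plus 3 SD, cut at about 45% in these data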; also: values of inactives mirror those of a sister screen read the other way
TLR4-MyD88 BLA – blocks binding of human TLR4 to MyD88; O00206+Q99836; HeLa CL3-4 TLR4/MyD88 BLA complementation, FRET ratio; inhibition, % at 8.4 µM; 0.18% of 200,000 active; AID 861; in the data active = inhibition above about 25%;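 also: 0% = vehicle and 100% = reference inhibitor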
FLuc inhib CS – counter-screen for luciferase assay inhibitors: firefly luciferase inhibition; ATPLite firefly luciferase biochemical luminescence, 10 min; P08659; 1.5% of 200,000 active; AID 1006; inhibition, % at 10 µM;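 active = inhibition above about 50% when tested at 10 µM, limit read from the data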
Target sequence (P08659 whole entry, looked up): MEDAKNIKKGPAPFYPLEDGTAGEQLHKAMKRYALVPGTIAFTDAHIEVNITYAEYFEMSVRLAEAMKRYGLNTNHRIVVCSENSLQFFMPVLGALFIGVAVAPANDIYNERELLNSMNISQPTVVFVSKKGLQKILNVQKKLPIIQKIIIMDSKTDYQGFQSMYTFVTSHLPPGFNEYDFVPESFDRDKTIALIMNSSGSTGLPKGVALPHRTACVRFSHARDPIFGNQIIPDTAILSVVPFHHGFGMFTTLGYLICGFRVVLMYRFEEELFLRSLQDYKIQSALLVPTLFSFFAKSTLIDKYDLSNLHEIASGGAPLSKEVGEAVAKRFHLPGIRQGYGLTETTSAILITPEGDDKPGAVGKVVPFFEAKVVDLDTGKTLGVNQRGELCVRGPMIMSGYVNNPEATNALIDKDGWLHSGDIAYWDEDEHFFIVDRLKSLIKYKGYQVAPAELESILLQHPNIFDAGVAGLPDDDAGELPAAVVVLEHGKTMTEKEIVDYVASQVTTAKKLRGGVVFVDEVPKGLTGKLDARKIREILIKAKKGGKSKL
G6PDH counter – counter-screen for G6PDH assay hits: L. mesenteroides G6PDH inhibition; inhibition, % at 5 µM; Purified L. mesenteroides G6PDH, diaphorase/resazurin coupled fluorescence, 45 min; 0.12% of 200,000 active; in the data active = inhibition above about 50%
Diaphorase act – diaphorase activation or chemical reduction counter-screen; Diaphorase/resazurin coupled assay, resorufin fluorescence, 16 min; active compounds read high; 1 = vehicle wells, 0 = NADH-free wells; AID 1229; 0.005% of 190,000 active; activation factor at 20 µM;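 active = diaphorase activity raised at least twofold by the compound at 20 µM; inactive = activation factor below 2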
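test system = bacterial diaphorase enzyme (C. kluyveri) | quantity = enzyme 0.07 U/mL final | reagent = NADH substrate 0.114 mM plus resazurin dye 0.1 mM, final | incubation = 16 min enzyme reaction, ambient temperature | buffer or medium = HEPES pH 7.4 buffer with MgCl2 and Tween 20 | signal = fluorescence of resorufin, 544 nm excitation, 590 nm emission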
APP 5'UTR act – APP 5'UTR luciferase reporter activation. SH-SY5Y APP 5'UTR luciferase reporter, luminescence; zero percent = DMSO vehicle wells. activation, % at 2 µM. 1% of 190,000 active;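 active = activation above a set limit, based on mean plus 3 SD of controls, cut at about 140% in these data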; also: values of inactives mirror those of a sister screen read the other way
FLuc stim CS – firefly luciferase counter-screen for stimulation assays; AID 1027; ATPlite luciferase biochemical, luminescence, 10 min; 0 = ATP-free wells, 1 = DMSO control; P08659; 200,000 tested, under 10 active; activation factor at 10 µM;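 active = luciferase activation factor, scaled between plate controls, of at least 2 with compound at 10 µM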
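Material: luciferase plus luciferin reagent, cell-free. Medium: PBS buffer for ATP. Also added: ATP substrate, dispensed from a 10.24 µM working solution in PBS. Doses: test compounds dosed from 2 mM stocks in 100% DMSO. Incubation: 10 min post-reagent at room temperature. Technique: light output (luminescence). Read-out basis: luminescence gain marking luciferase activators.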
STAT1 act – STAT1 signaling activation; 2.6% of 200,000 active; activation (% of control), % at 5.5 µM; NIH 3T3 STAT1-luciferase reporter, IFN-gamma, luminescence; 100% = IFN-gamma alone, no compound;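 active = activation above the screen-wide mean activation plus 3 SD, cut at about 130% in these data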;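 also: raw ratio to IFN-gamma control signal so 100% means no change and 0% no light; values of inactives mirror those of a sister screen read the other way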
Diaph inh CS – inhibits diaphorase or chemically oxidizes, flagging diaphorase assay artifacts; 0.69% of 190,000 active; diaphorase resazurin-to-resorufin fluorescence, NADH, 16 min; bacterial (C. kluyveri) enzyme, not human; inhibition, % at 20 µM;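 active = primary screen inhibition at 20 µM above a set limit, cut at about 50% in these data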;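 also: plate controls were DMSO with full reaction for no effect and wells lacking NADH for full effect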
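Detection: fluorescence of resorufin formed from resazurin, Ex 544/Em 590 nm; test system: Clostridium kluyveri diaphorase enzyme; amount: 0.14 U/mL diaphorase, enzyme working solution; times: 16-min room-temperature incubation before reading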
NF-kB expr up – compounds increasing NF-kB expression in human neuronal cells. NF-kB reporter expression; active compounds read high. fold change at 12.5 µM. 1.6% of 190,000 active. AID 1239; in the data active = fold change above about 3.3
* = called active by the depositor.

How did COCCCn1c2nc3ccccc3nc2c2c(=O)n(Cc3ccc(Cl)cc3)cnc21 do in these assays?
APP transl inh: -15.9; TLR4-MyD88 BLA: -2.7; FLuc inhib CS: -3.3; G6PDH counter: -2.5; Diaphorase act: 0.9; APP 5'UTR act: 15.9; FLuc stim CS: 1; STAT1 act: 101.2; Diaph inh CS: 5.0; NF-kB expr up: 1.28

How did Cn1c(=O)c2c(nc(Br)n2CC(=O)C23CC4CC(CC(C4)C2)C3)n(C)c1=O do in these assays?
APP transl inh: -9.8; TLR4-MyD88 BLA: 0.7; FLuc inhib CS: -5.8; G6PDH counter: -0.5; Diaphorase act: 1; APP 5'UTR act: 9.8; FLuc stim CS: 1.1; STAT1 act: 104.9; Diaph inh CS: 3.1; NF-kB expr up: 0.66

Results for O=C(Cc1nc(-c2ccc(Br)s2)cs1)NCCN1CCOCC1 ?
APP transl inh: 0.6; TLR4-MyD88 BLA: 21.0; FLuc inhib CS: -0.9; G6PDH counter: 3.0; Diaphorase act: 1; APP 5'UTR act: -0.6; FLuc stim CS: 1; STAT1 act: 94.3; Diaph inh CS: 2.4; NF-kB expr up: 0.76

Results for COc1cccc(-c2cc(=O)[nH][nH]2)c1 ?
APP transl inh: 10.4; TLR4-MyD88 BLA: 8.1; FLuc inhib CS: 1.5; G6PDH counter: 16.2; Diaphorase act: 0.9; APP 5'UTR act: -10.4; FLuc stim CS: 1; STAT1 act: 95.2; Diaph inh CS: 9.2; NF-kB expr up: 1.38

Results for COC(=O)Cc1ccc(NC(=S)NCCC(C)C)cc1 ?
APP transl inh: -14.5; TLR4-MyD88 BLA: -5.6; FLuc inhib CS: 6.6; G6PDH counter: -0.5; Diaphorase act: 0.9; APP 5'UTR act: 14.5; FLuc stim CS: 0.9; STAT1 act: 95.9; Diaph inh CS: 6.8; NF-kB expr up: 1.29

Results for O=C(Nc1ccccc1Cl)N1CCSc2ccccc21 ?
APP transl inh: -24.1; TLR4-MyD88 BLA: -6.3; FLuc inhib CS: -4.7; G6PDH counter: 0.1; Diaphorase act: 0.8; APP 5'UTR act: 24.1; FLuc stim CS: 1; STAT1 act: 98.7; Diaph inh CS: 19.4; NF-kB expr up: 1.39

What do the screens show for `CC1CCCN(c2nc(-c3cccnc3)nc3scc(-c4ccccc4)c23)C1` (centres undefined)?
APP transl inh: -19.7; TLR4-MyD88 BLA: -0.6; FLuc inhib CS: 1.7; G6PDH counter: -6.6; Diaphorase act: 0.9; APP 5'UTR act: 19.7; FLuc stim CS: 1; STAT1 act: 113.7; Diaph inh CS: 14.2; NF-kB expr up: 1.47

Results for O=C(COC(=O)CCCN1C(=O)c2cccc3cccc(c23)C1=O)Nc1cccc(C(F)(F)F)c1 ?
APP transl inh: -0.9; TLR4-MyD88 BLA: 1.0; FLuc inhib CS: -1.4; G6PDH counter: -4.7; Diaphorase act: 0.9; APP 5'UTR act: 0.9; FLuc stim CS: 1; STAT1 act: 108.5; Diaph inh CS: 10.8; NF-kB expr up: 1.03

How did CCCCNC(=O)CSc1nc2ccc(N3CCOCC3)cc2c(=O)n1Cc1ccc(OC)cc1 do in these assays?
APP transl inh: -15.7; TLR4-MyD88 BLA: -4.7; FLuc inhib CS: -0.1; G6PDH counter: 27.4; Diaphorase act: 0.6; APP 5'UTR act: 15.7; FLuc stim CS: 1; STAT1 act: 157.6*; Diaph inh CS: 39.7; NF-kB expr up: 1.7

What do the screens show for `CN(C)C(=O)c1ccc2c3c(cccc13)CC2`?
APP transl inh: -3.3; TLR4-MyD88 BLA: -8.4; FLuc inhib CS: -0.8; G6PDH counter: 2.0; Diaphorase act: 1; APP 5'UTR act: 3.3; FLuc stim CS: 1; STAT1 act: 93.8; Diaph inh CS: 2.4; NF-kB expr up: 1.11

What do the screens show for `COc1ccc(OC)c(N/C(=N\c2nc(C)cc(C)n2)NC(=O)c2ccco2)c1`?
FLuc inhib CS: -5.7; G6PDH counter: -3.6; Diaphorase act: 0.9; FLuc stim CS: 1.1; Diaph inh CS: 12.0

How did CC(C(=O)NC1=NCCS1)N1C(=O)C2CC=CCC2C1=O (centres undefined) do in these assays?
APP transl inh: 4.3; TLR4-MyD88 BLA: -7.2; FLuc inhib CS: -3.2; G6PDH counter: 6.9; Diaphorase act: 0.9; APP 5'UTR act: -4.3; FLuc stim CS: 1; STAT1 act: 92.8; Diaph inh CS: 5.5; NF-kB expr up: 1.04

What do the screens show for `O=C(NN1CCN(Cc2ccccc2)CC1)c1ccc(N2CCOCC2)c([N+](=O)[O-])c1`?
APP transl inh: 22.5; TLR4-MyD88 BLA: 17.1; FLuc inhib CS: -5.2; G6PDH counter: 6.7; Diaphorase act: 1; APP 5'UTR act: -22.5; FLuc stim CS: 1.1; STAT1 act: 95.0; Diaph inh CS: -4.9; NF-kB expr up: 1

How did FC(F)(F)c1ccc(NC(=S)NCc2ccccc2)cc1 do in these assays?
APP transl inh: 4.5; TLR4-MyD88 BLA: 3.2; FLuc inhib CS: -6.0; G6PDH counter: 0.0; Diaphorase act: 1; APP 5'UTR act: -4.5; FLuc stim CS: 1.1; STAT1 act: 96.1; Diaph inh CS: 1.1; NF-kB expr up: 1.11

What do the screens show for `O=C(COc1ccccc1C(=O)Nc1ccccc1)NCCc1ccccc1`?
APP transl inh: 2.0; TLR4-MyD88 BLA: -19.5; FLuc inhib CS: 57.4*; G6PDH counter: 0.1; Diaphorase act: 0.9; APP 5'UTR act: -2.0; FLuc stim CS: 0.4; STAT1 act: 94.9; Diaph inh CS: 8.5; NF-kB expr up: 0.91

Results for Cc1ccc2nc(NCCCNC(=O)c3cnccn3)c(C#N)cc2c1 ?
APP transl inh: -4.5; TLR4-MyD88 BLA: 7.7; FLuc inhib CS: -5.2; G6PDH counter: 0.9; Diaphorase act: 0.8; APP 5'UTR act: 4.5; FLuc stim CS: 1.1; STAT1 act: 95.1; Diaph inh CS: 16.5; NF-kB expr up: 1.26

How did Cc1nc2ccc(NC(=O)COc3ccccc3C)cc2s1 do in these assays?
APP transl inh: 10.5; TLR4-MyD88 BLA: -3.3; FLuc inhib CS: 9.0; G6PDH counter: -3.3; Diaphorase act: 0.9; APP 5'UTR act: -10.5; FLuc stim CS: 0.9; STAT1 act: 114.6; Diaph inh CS: 5.6; NF-kB expr up: 1.08

What do the screens show for `Cc1ccc(S(=O)(=O)N2CCC[C@H]2C(=O)OC(C)C(=O)Nc2ncc(Cl)cc2Cl)cc1` (some centres undefined)?
APP transl inh: -20.5; TLR4-MyD88 BLA: 1.0; FLuc inhib CS: -4.3; G6PDH counter: 0.5; Diaphorase act: 0.8; APP 5'UTR act: 20.5; FLuc stim CS: 1; STAT1 act: 102.5; Diaph inh CS: 17.0; NF-kB expr up: 1.02

What do the screens show for `Brc1cc(Br)c2nc(-c3cccs3)ccc2c1`?
APP transl inh: 5.7; TLR4-MyD88 BLA: 1.5; FLuc inhib CS: 2.6; G6PDH counter: -3.3; Diaphorase act: 0.9; APP 5'UTR act: -5.7; FLuc stim CS: 1; STAT1 act: 106.8; Diaph inh CS: 13.5; NF-kB expr up: 1.43

What do the screens show for `COc1ccc(CCNc2nc(-c3ccc(NC(C)=O)cc3)cs2)cc1OC`?
APP transl inh: -21.6; TLR4-MyD88 BLA: -5.0; FLuc inhib CS: -1.7; G6PDH counter: 2.6; Diaphorase act: 0.9; APP 5'UTR act: 21.6; FLuc stim CS: 1; STAT1 act: 91.5; Diaph inh CS: 5.4; NF-kB expr up: 0.59

How did O=C(NC(=O)N1CCCCC1)c1ccccc1 do in these assays?
APP transl inh: 4.3; TLR4-MyD88 BLA: 12.7; FLuc inhib CS: -6.3; G6PDH counter: 2.7; Diaphorase act: 1; APP 5'UTR act: -4.3; FLuc stim CS: 1.1; STAT1 act: 99.4; Diaph inh CS: -2.6; NF-kB expr up: 0.92

What do the screens show for `CCN(CC(=O)Nc1cc(C)c(Cl)cc1OC)CC(=O)NC1CCS(=O)(=O)C1` (centres undefined)?
APP transl inh: -9.8; TLR4-MyD88 BLA: 7.9; FLuc inhib CS: 0.1; G6PDH counter: 7.2; Diaphorase act: 0.9; APP 5'UTR act: 9.8; FLuc stim CS: 1; STAT1 act: 98.3; Diaph inh CS: 7.4; NF-kB expr up: 1.15

What do the screens show for `Cc1ccc(-c2cc(=O)c3ccccc3[nH]2)cc1`?
APP transl inh: -14.2; TLR4-MyD88 BLA: 5.1; FLuc inhib CS: 28.0; G6PDH counter: 12.3; Diaphorase act: 1.1; APP 5'UTR act: 14.2; FLuc stim CS: 0.7; STAT1 act: 101.7; Diaph inh CS: -6.4; NF-kB expr up: 1.72

How did Cc1ccc(NC(=O)NNC(=O)C2CCN(Cc3ccc(F)cc3Cl)CC2)cc1 do in these assays?
APP transl inh: 21.3; TLR4-MyD88 BLA: -0.3; FLuc inhib CS: -4.5; G6PDH counter: 5.7; Diaphorase act: 1.1; APP 5'UTR act: -21.3; FLuc stim CS: 1; STAT1 act: 110.7; Diaph inh CS: -11.0; NF-kB expr up: 1.22

How did COc1ccccc1-c1nnc(SCC(=O)Nc2ccc(Cl)cc2Cl)o1 do in these assays?
APP transl inh: 8.6; TLR4-MyD88 BLA: 8.4; FLuc inhib CS: -3.9; G6PDH counter: -2.9; Diaphorase act: 0.8; APP 5'UTR act: -8.6; FLuc stim CS: 1; STAT1 act: 106.2; Diaph inh CS: 22.6; NF-kB expr up: 1.34

How did O=C(C[n+]1cc(-c2ccccc2)n2c1CCCCC2)c1ccc(Cl)cc1 do in these assays?
APP transl inh: 2.2; TLR4-MyD88 BLA: 1.9; FLuc inhib CS: 0.5; G6PDH counter: 13.0; Diaphorase act: 0.9; APP 5'UTR act: -2.2; FLuc stim CS: 1; STAT1 act: 87.3; Diaph inh CS: 8.4; NF-kB expr up: 0.85

Results for COc1ccccc1NC(=O)c1ccc(CN(c2cc(Cl)ccc2C)S(=O)(=O)c2ccccc2)cc1 ?
APP transl inh: -2.3; TLR4-MyD88 BLA: -1.1; FLuc inhib CS: -6.6; G6PDH counter: 9.3; Diaphorase act: 1; APP 5'UTR act: 2.3; FLuc stim CS: 1.1; STAT1 act: 98.2; Diaph inh CS: -0.8; NF-kB expr up: 1.34

How did Nn1c(SC/C=C/c2ccccc2)nnc1-c1ccco1 do in these assays?
APP transl inh: 8.5; TLR4-MyD88 BLA: 2.2; FLuc inhib CS: -5.0; G6PDH counter: 6.7; Diaphorase act: 0.9; APP 5'UTR act: -8.5; FLuc stim CS: 1.1; STAT1 act: 95.7; Diaph inh CS: 14.9; NF-kB expr up: 1.22

Reprinted at random: two records from the list
How did O=C(NC(=O)N1CCCCC1)c1ccccc1 do in these assays?
APP transl inh: 4.3; TLR4-MyD88 BLA: 12.7; FLuc inhib CS: -6.3; G6PDH counter: 2.7; Diaphorase act: 1; APP 5'UTR act: -4.3; FLuc stim CS: 1.1; STAT1 act: 99.4; Diaph inh CS: -2.6; NF-kB expr up: 0.92

What do the screens show for `CCN(CC(=O)Nc1cc(C)c(Cl)cc1OC)CC(=O)NC1CCS(=O)(=O)C1` (centres undefined)?
APP transl inh: -9.8; TLR4-MyD88 BLA: 7.9; FLuc inhib CS: 0.1; G6PDH counter: 7.2; Diaphorase act: 0.9; APP 5'UTR act: 9.8; FLuc stim CS: 1; STAT1 act: 98.3; Diaph inh CS: 7.4; NF-kB expr up: 1.15
